AMA1-RON2 inh: qHTS for Inhibitors of AMA1-RON; Towards Development of Antimalarial Drug Lead: Primary Screen; AID 720542, 2013; Plasmodium falciparum AMA1 (3D7) - RON2 peptide interaction; AlphaScreen AMA1-biotinylated RON2 peptide binding; 0.2% of 360,000 active; Potency, µM (doses to about 58.2 µM), for the others: at the top dose activity change, negative = inhibition, hits mostly inhibitors;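 further: potency means the concentration at half of the fitted maximal effect; 0% = vehicle wells and -100% = peptide control; nearly all actives have a fitted effect of over 45% in size; some results filed as inactive show a strong effect at the top dose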
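AMA1 (3D7) with his tag at 25 nM final met compounds first, then biotinylated RON2 peptide at 25 nM; detection used donor plus acceptor beads, 10 µg/mL apiece, read by AlphaScreen after 30 min at room temperature.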
AmpC detergent: qHTS Inhibitors of AmpC Beta-Lactamase (assay with detergent). P00811. AmpC hydrolysis of nitrocefin, absorbance 480 nm, 0.01% Triton. Potency, µM (highest dose often 114 µM), for the others: top-dose activity change, negative = inhibition, usual class: inhibitors. 0.041% of 370,000 active;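 further: potency means the concentration at half of the fitted maximal effect; 0% = no-compound wells and -100% = no-enzyme wells; nearly all actives have a fitted effect of over 25% in size; some results filed as inactive show a strong effect at the top dose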
Target sequence (P00811 whole entry, looked up): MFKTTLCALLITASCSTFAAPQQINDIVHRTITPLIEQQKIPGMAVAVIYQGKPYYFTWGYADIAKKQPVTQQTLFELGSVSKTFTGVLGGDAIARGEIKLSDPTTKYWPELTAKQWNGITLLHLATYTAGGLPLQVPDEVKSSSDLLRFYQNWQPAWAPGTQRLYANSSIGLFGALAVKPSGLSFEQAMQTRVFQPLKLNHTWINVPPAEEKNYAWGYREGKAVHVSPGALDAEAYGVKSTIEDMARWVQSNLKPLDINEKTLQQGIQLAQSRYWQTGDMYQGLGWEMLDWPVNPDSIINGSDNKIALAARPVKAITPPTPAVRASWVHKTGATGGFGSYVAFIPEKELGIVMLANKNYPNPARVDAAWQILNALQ
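20 mM phosphate pH 7.0 + 0.01% (detergent screen) or 0.0001% Triton X-100; 5.3 nM AmpC reagent; cpd preinc 15 min RT; nitrocefin (800 uM stock) to start; A480 q20 s × 4 min; Activity was normalised to no-enzyme and no-compound control wells.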
HCMV antiviral: qHTS Assay for inhibitors of the human cytomegalovirus (HCMV); 4.5% of 410,000 active; HFF cells, HCMV-luciferase reporter, 72 h; hits give low values; activity change, negative = inhibition, % at 57.5 µM; in the data active means activity change below about -60%; inconclusive means no clear call, values can overlap the other calls; inactive means above about -39%
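Cell-based, HFFs, 1000 cells/well, 16 h 37C; cpds in DMSO + HCMV-luc, MOI 1 PFU/cell; 72 h 37C; OneGlo luminescence after 5 min RT; norm. to buffer vs Salinomycin 10uM.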
FBPA Giardia inh: qHTS Assay for Inhibitors of Fructose-1,6-bisphosphate Aldolase from Giardia Lamblia; A8B2U2; purified Giardia FBPA; Potency, µM (series often up to 59.6 µM), without a hit: at the highest dose activity, negative = inhibition, usual class: inhibitors; 0.71% of 290,000 active; further: potency means the concentration at half of the fitted maximal effect; nearly all actives have a fitted effect of over 55% in size
Target sequence (A8B2U2 whole entry, looked up): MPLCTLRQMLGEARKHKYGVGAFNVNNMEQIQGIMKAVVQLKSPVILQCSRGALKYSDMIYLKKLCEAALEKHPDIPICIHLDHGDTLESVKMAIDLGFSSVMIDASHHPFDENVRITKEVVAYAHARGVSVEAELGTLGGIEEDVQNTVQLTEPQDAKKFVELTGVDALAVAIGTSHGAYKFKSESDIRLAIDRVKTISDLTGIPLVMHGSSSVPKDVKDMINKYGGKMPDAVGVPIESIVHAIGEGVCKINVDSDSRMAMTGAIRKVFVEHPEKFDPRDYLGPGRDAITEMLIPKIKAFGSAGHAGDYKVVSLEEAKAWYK
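40 nM FBPA preincubated 10 min at RT with compound (up to 57.5 uM final), then substrate plus GAPDH/TPI/NAD/arsenate coupling and diaphorase/resazurin added. Fluorescence read after 20 min at RT, 525/598 nm.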
HCV inh: qHTS Assay for Inhibitors of Hepatitis C Virus (HCV) | Huh7.5.1 HCVcc-Cre infection, luciferase reporter, 44 h | Potency, µM (top dose mostly 41.8 µM), inactives show at the highest dose activity change, negative = inhibition, actives largely listed as inhibitors | 3.4% of 340,000 active | AID 651820, 2012; further: potency means the concentration at half of the fitted maximal effect
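1,000 cells/well; 4 h culture; + compound; + HCVcc-Cre (~0.5 moi); 44 h; luciferase substrate, RT 15 min; read 15 sec.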
Sm TGR block: qHTS Assay for the Inhibitors of Schistosoma Mansoni Peroxiredoxins; purified TGR, DTNB reduction, TNB absorbance 405 nm; Potency, µM (highest dose often 114 µM), for the others: at the top dose activity change, negative = inhibition, most hits filed as inhibitors; 3% of 360,000 active; AID 485364, 2010; further: potency means the concentration at half of the fitted maximal effect; nearly all actives have a fitted effect of over 60% in size
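Kinetic colorimetric format: TGR-catalysed, NADPH-driven DTNB reduction monitored via TNB absorbance. Enzyme dispensed at 20 nM; compound exposure 15 min at room temperature before reaction start.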
Numbers without * were called inactive; ? = inconclusive; . = not tested or not shown; [ ] = remark or other dose. Unless noted, the call rests on the fitted dose curve; in most records, active means well fitted curve in the direction sought with a large enough effect; inconclusive means small, poorly fitted or top-dose-only effect, or another doubt; inactive means no such curve, though single readings can be large; an effect the other way counts as inactive or inconclusive. Unless noted, on the % scale 0 is the no-effect control and ±100 the full control effect.

compound	HCV inh	HCMV antiviral	Sm TGR block	AMA1-RON2 inh	FBPA Giardia inh	AmpC detergent
COc1ccc(CN2C(=O)CSC2c2ccccn2)cc1 (centres undefined)	13%	75	0%	18%	-5%	1%
Cc1cc(N2CCC(C)CC2)nc2cccc(O)c12	?	-39	?	-16%	-11%	?
CCC(=O)N1CCc2cc(Br)cc(S(=O)(=O)CCC(=O)N3CCN(c4cccc(C)c4)C(C)C3)c21 (centres undefined)	.	-1	-9%	.	.	8%
C[C@]12CC[C@@H]3c4ccc(O[C@@H]5O[C@H](C(=O)O)[C@@H](O)[C@H](O)[C@H]5O)cc4CC[C@H]3[C@@H]1C[C@@H](O)[C@@H]2O	?	30	40µM*	12%	-23%	-6%
Nn1cnnc1SCC(=O)Nc1ccc(C2CCCCC2)cc1	-7%	4	-2%	-6%	7%	6%
CC(=O)N1c2ccccc2C(=O)C1N(C)c1ccc(C)cc1 (centres undefined)	1%	85	-33%	-6%	-26%	-6%
O=C(CN1CCOCC1)NNc1c2ccccc2nc2ccccc12	8.9µM*	21	14%	9%	?	-9%
COc1cc(NC(=O)c2cc(-c3ccccc3O)no2)cc(OC)c1OC	.	3	0%	.	.	-2%
COCCCn1c(=O)c2sccc2n2c(CCCC(=O)NCC3CCCO3)nnc12 (centres undefined)	22%	23	5%	-5%	-8%	0%
Cc1ccc(NC(=O)OC(C)CNC(=O)Oc2cccc(C)c2)cc1 (centres undefined)	-16%	40	1%	8%	-3%	0%
CN(CCc1ccccn1)C(=O)CCC1CCCN(Cc2ccccc2OC(F)F)C1 (centres undefined)	1%	27	2%	-10%	5%	-7%
Cc1ccccc1-n1nnnc1SCc1csc(-c2ccccc2)n1	?	54	13%[11.4 µM]	5%	1%	-14%

The list continues:
compound	HCV inh	HCMV antiviral	Sm TGR block	AMA1-RON2 inh	FBPA Giardia inh	AmpC detergent
O=C(Nc1ncccn1)c1ccc([N+](=O)[O-])cc1[N+](=O)[O-]	18%	-16	.	1%	.	.
CCCCSCCCNC(=O)c1ccc(CS(=O)(=O)c2ccccc2OC)o1	-19%	-38	-23%	5%	11%	0%
CC(C)CNc1ncnc2onc(-c3ccc(Cl)cc3)c12	.	-34	6%	.	.	2%
C/C(=C\COc1ccc2ccc(=O)oc2c1)CC[C@@H](O)C(C)(C)O	-7%	57	2%	5%	.	-4%
COCCNC(=O)C(=O)NNC(=O)COc1ccc(OC)cc1	-5%	-29	8%	1%	-7%	3%
CC(NC(=O)c1ccco1)c1ccc(-n2ccnc2)cc1 (centres undefined)	-10%	5	2%	21%	.	-1%
COc1ccc(S(=O)(=O)Nc2cccc(S(=O)(=O)N3CCCC3)c2)cc1OC	7%	-20	-3%	-14%	.	0%
CCCCn1c(N)c(-c2nc3ccccc3o2)c2c([N+](=O)[O-])nn(C)c(=O)c21	0%	23	-2%	-5%	-3%	-10%
O=C(COC(=O)c1cccc(F)c1)Nc1ccc(Cl)cn1	8%	-99*	.	-6%	.	.
CCOC(=O)C1=C(N)OC2=C(C(=O)CC(C)C2)C1c1cccnc1 (centres undefined)	11%	-1	-16%	2%	-4%	-12%
Cn1c(=O)n(CCO)c(=O)c2c1nc(Br)n2Cc1ccccc1	?	?	4%	-1%	7%	-14%
Cc1cccc(-n2c(-c3ccncc3)n[nH]c2=S)c1	-19%	-10	-6%	-1%	-27%	-4%

Six entries from above, with two lines to a compound.
Every second line gives: HCV inh, HCMV antiviral, Sm TGR block, AMA1-RON2 inh, FBPA Giardia inh, AmpC detergent
- COCCNC(=O)C(=O)NNC(=O)COc1ccc(OC)cc1
  -5%, -29, 8%, 1%, -7%, 3%
- CCCCSCCCNC(=O)c1ccc(CS(=O)(=O)c2ccccc2OC)o1
  -19%, -38, -23%, 5%, 11%, 0%
- COc1ccc(S(=O)(=O)Nc2cccc(S(=O)(=O)N3CCCC3)c2)cc1OC
  7%, -20, -3%, -14%, ., 0%
- O=C(Nc1ncccn1)c1ccc([N+](=O)[O-])cc1[N+](=O)[O-]
  18%, -16, ., 1%, ., .
- Cn1c(=O)n(CCO)c(=O)c2c1nc(Br)n2Cc1ccccc1
  ?, ?, 4%, -1%, 7%, -14%
- Cc1cccc(-n2c(-c3ccncc3)n[nH]c2=S)c1
  -19%, -10, -6%, -1%, -27%, -4%

(further entries)
compound	HCV inh	HCMV antiviral	Sm TGR block	AMA1-RON2 inh	FBPA Giardia inh	AmpC detergent
O=C(c1nc2ccccc2[nH]1)c1ccccc1[N+](=O)[O-]	18%	180	3%	-8%	-20%	?
Cc1ccc(C(=O)NNC2CC(=O)N(c3ccc4c(c3)OCCO4)C2=O)cc1 (centres undefined)	-7%	-23	?	?	1%	0%
CSc1ccc(/C=C/C(=O)c2ccc(NC(=O)C(C)C)cc2)cc1	?	-1	0%	-3%	0%	?
CCCOP(=O)(OCCC)c1nc(-c2ccccc2)oc1NCc1ccccc1	?	?	-2%	-13%	3%	?
CCN(CC)c1ccc(C2=NNC(=O)CC2C)cc1[N+](=O)[O-] (centres undefined)	3%	12	7%	-9%	-1%	-8%
CCOC(=O)c1nn(-c2ccc(Cl)cc2)c2nc(CC)c(C#N)c(=O)n12	-2%	1	0%	3%	2%	?
CCN1CCN(C(=O)Cc2c(C)n(C(=O)c3ccc(Cl)cc3)c3ccc(OC)cc23)CC1	-7%	-10	4%	-3%	-10%	-11%
CCc1nnc(NC(=O)CSc2nc(SC)ns2)s1	29%	0	-1%	-7%	-13%	-6%
CCn1c(SCC(=O)NC2CCCC2)nnc1C(C)NC(=O)c1ccccc1Br (centres undefined)	5%	10	10%	6%	.	2%
COc1ccc2sc3ccccc3c(=O)c2c1OC	1%	49	6%	-10%	.	2%
CC1CCCC(C)N1C(=O)COC(=O)c1cncc(Br)c1 (centres undefined)	1%	-8	.	15%	.	.
CC(C)CC(C(=O)O)C(C)CC(=O)Nc1ccn(-c2ccccc2)n1 (centres undefined)	21%	22	-5%	5%	12%	-11%

Further structures follow.
compound	HCV inh	HCMV antiviral	Sm TGR block	AMA1-RON2 inh	FBPA Giardia inh	AmpC detergent
O=C(Cn1nnc(-c2ccccc2)n1)NNC(=O)c1ccccc1	-9%	-22	5%	105%[activator]	8%	-1%
Cn1cccc1/C=C1\SC(=S)N(NC(=O)c2ccccc2)C1=O	?	-36	-3%	-26%	-11%	?
CCCn1c(=O)c(C(=O)OCC)c(O)c2cc(Br)ccc21	11%	-11	-6%	?	-2%	8%
N#CCSc1nnc(Cc2cccc3ccccc23)n1C1CCCCC1	-8%	-5	0%[11.4 µM]	14%	19%	-8%
Cc1c(C(=O)Nc2ccncc2)oc2ccccc12	?	49	18%	-3%	-5%	-12%
COc1ccc(Nc2ncnc3nc[nH]c23)cc1OC	?	.	-1%	1%	-12%	?
CCOCCCNC(=O)c1ccc(CS(=O)(=O)c2cccc(C(F)(F)F)c2)o1	-26%	-22	-18%	19%	9%	-8%
OCC(O)C1OC(c2ccco2)OC(CO)C1O (centres undefined)	-12%	?	.	3%	.	.
O=C(CSc1nc2ccccc2nc1Cc1ccc(Cl)cc1)NCCc1ccccc1	.	7	8%	.	.	20%
CC(=O)NC12CC3CC(C1)CC(C(=O)OCC(=O)Nc1c(F)cccc1F)(C3)C2	7%	-20	4%	-14%	.	2%
CC(C)NC(=O)C1CCC(Cn2c(=O)c3sccc3n(CC(=O)NCc3ccccc3)c2=O)CC1 (centres undefined)	.	20	0%	.	.	-1%
Cc1cccnc1NC(=O)c1ccc2c(c1)OCO2	21%	12	0%	12%	.	?

Continued:
compound	HCV inh	HCMV antiviral	Sm TGR block	AMA1-RON2 inh	FBPA Giardia inh	AmpC detergent
Cc1cccc(NC(=S)NC(=O)c2cccs2)n1	?	80	45%[activator]	35%[activator]	-28%	0%
Cc1cccc(/N=C/c2c(C)[nH]n(-c3ccccc3)c2=O)n1	0%	7	4%	5%	-13%	-7%
CCOC(=O)N1CCc2c(sc3c2C(=O)NC(c2cc(OC)c(OC)c(OC)c2)N3)C1 (centres undefined)	.	-3	0%	.	.	?
O=c1cc(CN2CCN(c3cccc(Cl)c3)CC2)c2cc3c(cc2o1)CCCC3	?	-2	-10%	-13%	6%	4%
CCN=C1SC(CC(=O)NCc2ccccc2)C(=O)N1CC (centres undefined)	-4%	91	-3%	-9%	1%	2%
Cc1ccc([N+](=O)[O-])cc1NC(=O)C(C)NS(=O)(=O)c1ccc(F)cc1 (centres undefined)	-15%	9	-4%	10%	8%	-4%
Cc1csc2c(N3CCN(C(=O)Nc4ccc(Cl)c(Cl)c4)CC3)ncnc12	?	-30	3%	-6%	-16%	-2%
Cc1ccc(S(=O)(=O)N(C)c2ccc(C(=O)N3CCCCC3)cc2)cc1	?	-29	-22%	-6%	0%	-4%
COc1ccccc1NC(=O)CS(=O)(=O)c1cccc2nsnc12	-11%	-21	-29%	0%	-8%	-14%
COC(C(=O)NC1CC1)c1ccccc1 (centres undefined)	15%	-35	0%	8%	3%	4%
COC1CCCCC1Nc1cc(C)ccc1C (centres undefined)	-9%	3	0%	-26%	?	?
O=C(NCC1COc2ccccc2O1)C1CCN(S(=O)(=O)c2cccc3nsnc23)CC1 (centres undefined)	-8%	16	-6%	21%	8%	?

More compounds.
compound	HCV inh	HCMV antiviral	Sm TGR block	AMA1-RON2 inh	FBPA Giardia inh	AmpC detergent
CC(NC(=O)C1(C)CC1(Br)Br)C(C)(C)C (centres undefined)	9%	15	-20%	-4%	5%	1%
COc1ccc2cc3c(N)nn(C(=O)c4ccc(OC)c(OC)c4)c3nc2c1	.	-38	2%	.	.	4%
O=C(CSc1ncnc2nc[nH]c12)N1CCN(c2ccccc2)CC1	-6%	-39	6%	0%	-21%	?
O=C(Nc1ccc(-n2ccc(C(F)(F)F)n2)cc1)c1cccs1	-16%	18	-12%	-5%	.	3%
O=C(NNC(=O)C1CC=CCC1)c1ccccc1Cl (centres undefined)	25%	11	-15%	51%[activator]	-17%	2%
COc1ccc(-c2cc(C(=O)OCC(=O)Nc3cc(C)on3)c3ccccc3n2)cc1OC	16%	-7	10%	18%	2%	0%
CCCc1nnc(NC(=O)c2nc(S(=O)(=O)Cc3cccc(C)c3)ncc2Cl)s1	?	-101*	35µM*	136%[activator]	.	-2%
CC(C)(C)NC(=O)Cn1nnc(-c2ccc(Cl)cc2)n1	12%	-8	-1%	4%	6%	-12%
CC(=O)c1c(C)[nH]c(C(=O)Nc2nc(-c3ccc(-c4ccccc4)cc3)cs2)c1C	?	-39	3%	-2%	-3%	2%
Cc1cccc(NC(=O)c2cc3c(C)nn(-c4ccccc4)c3s2)c1	.	?	3%	.	.	15%
O=C(CSc1nc2c([nH]c3ccccc32)c(=O)n1-c1ccc(F)cc1)N1CCc2ccccc21	.	18	-4%	.	.	-7%
CCN(CCCNC(=O)CCNC(=O)Cn1cnc2ccccc2c1=O)c1ccccc1	8%	?	-1%	-7%	-5%	3%
Cc1ccc(CNC(=O)CCS(=O)(=O)c2cccc3nonc23)cc1	-2%	69	25µM*	5%	-6%	-1%
